Source: PubChem
Furin inhibitor: blocks human furin protease activity. purified furin, fluorogenic substrate cleavage. inhibition, % at 30 µM. actives 0.061% (n = 220,000). AID 463115; in the data active means inhibition above about 25%; further: inactives centre near -15
Target sequence (P09958 108-714 limits assumed): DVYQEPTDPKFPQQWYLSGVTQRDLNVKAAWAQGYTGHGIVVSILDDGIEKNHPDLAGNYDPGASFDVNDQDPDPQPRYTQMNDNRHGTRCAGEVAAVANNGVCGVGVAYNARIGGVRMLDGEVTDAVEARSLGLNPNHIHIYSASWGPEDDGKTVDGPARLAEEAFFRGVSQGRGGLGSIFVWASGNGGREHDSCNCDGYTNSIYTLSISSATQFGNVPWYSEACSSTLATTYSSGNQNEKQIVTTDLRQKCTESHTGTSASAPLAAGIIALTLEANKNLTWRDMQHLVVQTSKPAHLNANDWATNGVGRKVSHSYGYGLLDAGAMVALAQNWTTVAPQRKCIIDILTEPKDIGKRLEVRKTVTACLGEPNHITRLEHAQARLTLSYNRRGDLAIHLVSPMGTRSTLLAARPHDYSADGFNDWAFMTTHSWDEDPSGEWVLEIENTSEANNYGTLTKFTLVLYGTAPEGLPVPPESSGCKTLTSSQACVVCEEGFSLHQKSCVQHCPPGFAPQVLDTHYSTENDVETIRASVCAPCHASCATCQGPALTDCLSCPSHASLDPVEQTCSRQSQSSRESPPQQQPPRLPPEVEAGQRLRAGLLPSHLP
p97 ATPase inh: human p97 ATPase inhibition; P55072; inhibition, % at 8 µM; AID 1481; actives 0.42% (n = 220,000); recombinant p97 ATPase, Kinase-Glo ATP luminescence, 3 h; in the data active means inhibition above about 15%;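 further: 0% = DMSO vehicle and 100% = wells lacking enzyme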
Ba/F3 V617F tox: reduce viability of Ba/F3 cells dependent on JAK2V617F | Ba/F3 EpoR-JAK2V617F viability, ATP luminescence | inhibition, % at 5.6 µM | actives 1.1% (n = 220,000) | AID 1446;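 active means inhibition above the campaign mean plus 3 SD over all tested compounds, cut at about 24% in these data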;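 further: cytokine-independent growth of Ba/F3 cells driven by EpoR plus mutant JAK2; 0% = DMSO-treated cells and 100% = JAK inhibitor I control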
PPC-1+TRAIL kill: PPC-1 cancer cell killing with TRAIL present; AID 1443; actives 0.41% (n = 220,000); PPC-1 cells + TRAIL, ATPLite viability luminescence; cell killing (% activity), % at 4 µM;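 active means cell killing above 50% in the first pass at 4 µM, then a duplicate retest at 5 µM averaging 50% or more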;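 further: plate controls were cells with TRAIL plus DMSO for no effect and medium-only wells lacking cells for full effect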
EP2 antag: blocks the human prostaglandin E2 receptor EP2 | AID 1422 | actives 0.52% (n = 260,000) | C6 glioma cells expressing human EP2, cAMP TR-FRET; cells stimulated with saturating PGE2 | inhibition, % at 25 µM;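 active means percent inhibition above 40 after rounding to a whole number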;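 further: rat C6 glioma host cells with rolipram phosphodiesterase inhibitor present; the protocol text gives 20 µM as final concentration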
TbHK1 inh: T. brucei hexokinase 1 inhibition. recombinant TbHK1, G6PDH-coupled NADH A340. inhibition, % at 10 µM. actives 0.11% (n = 220,000);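 active means inhibition of 50% or more in the single-dose primary screen; inactive means inhibition below 50%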
RBBP9 inh: blocks human serine hydrolase RBBP9 | recombinant RBBP9, FP-Rh probe fluorescence polarization | inhibition, % at 7.94 µM | actives 0.2% (n = 220,000) | AID 1515;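 active means inhibition above the campaign mean of all tested compounds plus 3 SD, cut at about 14% in these data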;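 further: plate controls were DMSO wells with RBBP9 for no effect and wells lacking RBBP9 protein for full effect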
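Controls: DMSO-treated enzyme wells and wells lacking RBBP9 | Material: RBBP9 protein | Technique: Fluorescence polarization | Replication: Single well per compound, no replicates | Buffer or medium: Tris-NaCl-Pluronic buffer, pH 8.0 | Timing: 30 min compound preincubation, 45 min probe labeling, 25 °C | Read-out basis: Percent inhibition from mP, scaled between DMSO and no-protein wells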
BaF3 tox: parental Ba/F3 viability inhibition as JAK2V617F counter-screen; inhibition, % at 5.6 µM; actives 1.1% (n = 220,000); CellTiter-Glo ATP luminescence;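 active means inhibition above a per-campaign cutoff, the mean inhibition of all tested compounds plus 3 SD, cut at about 27% in these data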;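 further: 0% = DMSO wells and 100% = JAK Inhibitor I control wells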
NCF1 inh: blocks human p47phox regulatory protein of NADPH oxidases | inhibition, % at 24.7 µM | p47phox/p22phox peptide binding, fluorescence polarization, 2 h | actives 0.53% (n = 220,000) | P14598;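 active means inhibition above about 30%, limit read from the data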;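 further: 0% = p47phox with labelled peptide and 100% = labelled peptide alone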
Target sequence (P14598 whole entry, looked up): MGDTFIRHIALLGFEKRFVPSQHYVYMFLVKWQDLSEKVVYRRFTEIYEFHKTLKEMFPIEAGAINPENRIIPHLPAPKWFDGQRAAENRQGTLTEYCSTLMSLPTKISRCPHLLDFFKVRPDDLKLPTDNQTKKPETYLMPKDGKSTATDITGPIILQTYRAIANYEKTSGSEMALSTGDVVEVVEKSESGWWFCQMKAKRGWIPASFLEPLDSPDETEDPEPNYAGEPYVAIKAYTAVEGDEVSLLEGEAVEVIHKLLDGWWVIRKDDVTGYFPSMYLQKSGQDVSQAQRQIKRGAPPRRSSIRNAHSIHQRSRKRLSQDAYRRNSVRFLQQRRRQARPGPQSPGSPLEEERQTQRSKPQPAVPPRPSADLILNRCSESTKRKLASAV
* = called active by the depositor; · = not tested or not shown; & = joins results of further samples; [ ] = remark or other dose. A portion of the library, so the mix of outcomes need not match the whole.

SMILES | Furin inhibitor | p97 ATPase inh | Ba/F3 V617F tox | PPC-1+TRAIL kill | EP2 antag | TbHK1 inh | RBBP9 inh | BaF3 tox | NCF1 inh
Cc1c(C(=O)Nc2ccc(F)cc2)nnn1-c1cccc(C(F)(F)F)c1 | -30 | 0 | -1 | -12 | 8 | 1 | -5 | 7 | -21
COc1cc(C(=O)NCC(c2cccnc2)N2CCN(c3ccccc3)CC2)cc(OC)c1OC (stereo not given) | -16 | 0 | 1 | 0 | 13 | -6 | -7 | 5 | 1
COc1ccc(C(=O)OCn2nnc3ccccc3c2=O)cc1 | -16 | -3 | 4 | 4 | 7 | 4 | 1 | 9 | -5
COc1cccc(C(C(=O)NC2CCCC2)N(CC2CCCO2)C(=O)Cc2cccs2)c1 (stereo not given) | -27 | 0 | -1 | 8 | 1 | -8 | 8 | 2 | ·
CC(C)c1nnc(NC(=O)C2c3ccccc3Oc3ccccc32)s1 | -8[20 µM] | -1 | 4 | 15 | 6 | -2 | -2 | 6 | -11
COCCN(CCOC)c1cc(C)c(C#N)c2nc3ccccc3n12 | -17[20 µM] | -2 | 0 | -5 | 10 | -8 | -4 | 6 | -17
COc1ccc(N=CC2=C(O)CC(C)(C)CC2=O)cc1 | 34* | 1 | 3 | -1 | 9 | -31 | -4 | 2 | 0
Cc1ccc(Cn2c3ccccc3c3cn[nH]c(=O)c32)cc1 | -2 | -5 | 1 | 9 | 8 | 2 | -14 | 2 | -8
COCc1cc(C)nc2sc(C(=O)N3CCCCC3)c(N)c12 | -11[20 µM] | 0 | -3 | 16 | 5 | -10 | -4 | 4 | -5
CN(C)S(=O)(=O)NCCNC(=O)c1cc(OCC(F)(F)F)ccc1OCC(F)(F)F | -7 | -3 | 1 | -12 | 7 | 6 | -8 | 5 | -8
Cn1ccc(NC(=O)Nc2ccc(Cl)cc2)n1 | -2 | -5 | 0 | 10 | 8 | -3 | -9 | -1 | -22
Cc1[nH]c2ccccc2c1SCc1nnc(SCc2ccc(Cl)cc2)n1C | 3 | 2 | -3 | 6 | 13 | -1 | 13 | 0 | -13
CCOC(=O)N1CC=C2C(C#N)=C(N)C(C#N)(C#N)[C@H](c3ccsc3)[C@H]2C1 | -21 | 2 | -3 | -12 | 10 | -3 | -9 | -2 | -23
Cc1ccc(NC(=O)CSc2nnc(-c3ccco3)o2)cc1 | -16 | -1 | 3 | -9 | 6 | -2 | -4 | 6 | -2
Cc1c(Cl)c(C(=O)NNC(=S)NCc2ccco2)nn1C | -5[20 µM] | 4 | -4 | 8 | 10 | 1 | 0 | 0 | -5
O=C(O)c1c[nH]c2c(C(F)(F)F)cccc2c1=O | -18[20 µM] | 1 | -2 | -14 | 5 | -13 | -8 | 3 | -7
CCOc1ccc(NC(=O)CCC(=O)NNC(=O)Nc2cccc(Cl)c2)cc1 | -20 | 3 | 0 | 4 | 2 | -1 | 5 | 8 | -4
CC(=O)O[C@]1(C(C)=O)CC[C@H]2[C@@H]3C=C(C)C4=CC(=O)CC[C@]4(C)[C@H]3CC[C@@]21C | -2 | -3&0 | 0&3 | 7&-2 | 14 | -4 | -1&3 | -2&-12 | -1&-8
Cc1cc2c(C)nc(Cc3ccccc3)nc2o1 | -5[20 µM] | 6 | -6 | 18 | 11 | 4 | -3 | 1 | -10
CNC(CC(=O)c1ccc([N+](=O)[O-])cc1)C(Cl)(Cl)Cl (stereo not given) | -14 | 4 | -4 | 12 | 19 | 10 | -8 | 0 | 1
O=C(CCN1C(=O)c2ccccc2C1=O)N1CCCCCC1 | -12[20 µM] | 5 | 0 | 30 | 8 | 8 | 7 | 4 | -2
O=C(O)COc1ccccc1/C=N/NC(=O)c1cc(-c2ccc(Cl)cc2)nc2ccccc12 | -19 | 2 | -2 | 16 | 8 | -48 | -2 | -8 | -12
Cc1nc(CS(=O)(=O)c2ccc(Cl)cc2)cc(Sc2ccccc2Cl)n1 | -7[20 µM] | -3 | -5 | -1 | 12 | -1 | -8 | 7 | -3
O=S(=O)(c1ccc(Cl)cc1)n1ccc2cccnc21 | -13[20 µM] | -2 | 0 | 2 | 4 | -6 | -8 | 5 | -12
c1ccc(NCC2OCc3ccccc3CO2)cc1 | -22 | -2 | -1 | 13 | 2 | 3 | -4 | -1 | -6
Cc1ccc(/C=C/C(=O)NCCCc2ccccc2)cc1 | -3 | 5 | -3 | -8 | 6 | -11 | -2 | -2 | -7
CCCc1ncc(C(=O)c2ccc(OC)cc2)n1C | -19[20 µM] | 2 | 0 | 20 | 8 | 1 | -12 | 6 | -3
COCCCN1C(=O)C(=O)/C(=C(/O)c2ccc(C)cc2)C1/C=C/c1ccccc1 (stereo not given) | -38 | 0 | 1 | 6 | 0 | -8 | 5 | 0 | 0
Cc1ccc2nc(C3CCN(CC(=O)Nc4ccc5c(c4)OCCO5)CC3)[nH]c2c1 | -18 | 3 | -3 | -5 | 3 | 2 | 3 | 6 | -14
CN(C)/N=C/c1cn(-c2ccccc2)nc1-c1cccnc1 | 1 | -1 | 3 | -10 | 9 | 3 | -12 | 6 | 1
COCCCn1nnnc1SCC(=O)Nc1ccc2c(c1)OCCO2 | -27 | 1 | -2 | 15 | 8&5 | -8 | -3 | 4 | 7
CSc1ccc(Cl)c(C(=O)OCC(=O)NCc2ccco2)c1 | -22 | 3 | -4 | 14 | 10 | 13 | -6 | 0 | -6
CCOc1ccc(CN=C(N)N=C(N)N)cc1Cl | -21[20 µM] | 4 | 21 | 18 | 13 | 4 | -8 | 27* | 0
CC(=O)N(CCCN(C)C)Cc1ccccn1 | -16 | 1 | 1 | 10 | 10 | -8 | -3 | 1 | 1
Nc1c(C(=O)Nc2nccs2)sc2nc(-c3cccs3)cc(C(F)(F)F)c12 | -2[20 µM] | 2 | -1 | 0 | · | -10 | -7 | 4 | -37
N#CCCN1CCNCC1 | -18[20 µM] | -8 | -1 | 19 | 10 | -9 | 1 | -1 | -9
CC(C)NC(=O)N1CCOCCOCCN(C(=O)NC(C)C)CCOCCOCC1 | -25 | -5 | 0 | 1 | 12 | -4 | -2 | -4 | 0
S=C(NCc1ccc(Cl)cc1)Nc1ccccc1 | -14 | -5 | 4 | 26 | 7 | -2 | -13 | 2 | -6
NC(=O)c1ccsc1NC(=O)COC(=O)COc1ccccc1F | -17 | 1 | -1 | 5 | 19 | -3 | -6 | 2 | -2
Cc1noc(C)c1COC(=O)Cn1c(C)nc2ccccc21 | -25 | 3 | -2 | 7 | 8 | 4 | -2 | 5 | -12

Compounds above that contain two or more sulfur atoms (three):
SMILES | Furin inhibitor | p97 ATPase inh | Ba/F3 V617F tox | PPC-1+TRAIL kill | EP2 antag | TbHK1 inh | RBBP9 inh | BaF3 tox | NCF1 inh
Cc1[nH]c2ccccc2c1SCc1nnc(SCc2ccc(Cl)cc2)n1C | 3 | 2 | -3 | 6 | 13 | -1 | 13 | 0 | -13
Cc1nc(CS(=O)(=O)c2ccc(Cl)cc2)cc(Sc2ccccc2Cl)n1 | -7[20 µM] | -3 | -5 | -1 | 12 | -1 | -8 | 7 | -3
Nc1c(C(=O)Nc2nccs2)sc2nc(-c3cccs3)cc(C(F)(F)F)c12 | -2[20 µM] | 2 | -1 | 0 | · | -10 | -7 | 4 | -37

Next section.
SMILES | Furin inhibitor | p97 ATPase inh | Ba/F3 V617F tox | PPC-1+TRAIL kill | EP2 antag | TbHK1 inh | RBBP9 inh | BaF3 tox | NCF1 inh
COc1ccc(C(C(=O)NC2CCCCC2)N(C(=O)CCl)c2ccc(OC)cc2)cc1 (stereo not given) | -6 | -1 | 2 | 35 | 5 | 34 | -9 | 7 | -1
O=C(NCc1ccccc1)C(=O)NCC1OCCN1S(=O)(=O)c1cccs1 (stereo not given) | -19 | -3 | 4 | -6 | 10 | -4 | -13 | 4 | -4
CC1CCc2c(C(=O)OCC(=O)Nc3cccc(S(=O)(=O)N4CCCCCC4)c3)csc2C1 (stereo not given) | -12 | 0 | -4 | 4 | 7 | 14 | -19 | 1 | -17
CCN1C(=O)N(CC)C(O)(c2ccccc2)C1(O)c1ccccc1 (stereo not given) | -13 | -6 | 5 | 16 | 19 | 8 | -11 | 1 | -8
Cc1c(N=Cc2ccccn2)c(=O)n(-c2ccccc2)n1C | -8[20 µM] | 3 | -6 | 10 | 14 | -9 | -2 | 1 | -5
CC(CSc1nnnn1-c1ccccc1)Cn1c(N2CCCC2)nc2c1c(=O)[nH]c(=O)n2C (stereo not given) | -14 | -4 | 6 | 5 | 14 | 0 | 9 | 3 | -10
O=C(NCc1ccc(F)cc1)C(=O)Nc1nc(C23CC4CC(CC(C4)C2)C3)cs1 | -11 | -1 | -1 | 33 | 6 | 14 | 1 | 2 | -11
Cc1[nH]nc2c1C(c1ccccn1)N(c1ccc(Br)cc1)C2=O (stereo not given) | -26 | 1 | -2 | 11 | 2 | -5 | 2 | 95* | -5
COc1ccc(Cl)cc1C(=O)NCc1ccco1 | -13 | 7 | -3 | -11 | 6 | -5 | 6 | 1 | 5
Cc1ccc(Cn2c(SCC(=O)N3CC(=O)Nc4ccccc43)nc3ccccc3c2=O)cc1 | -1 | 8 | -3 | 19 | 7 | -1 | -4 | 5 | -40
CC1CCCC(NC(=O)CCNS(=O)(=O)c2ccc(Br)cc2)C1C (stereo not given) | -19 | -2 | -2 | 6 | 5 | -4 | -7 | 10 | -5
CCOC(=O)C1C2C=CC3(CN(c4cccc(Cl)c4)C(=O)C13)O2 (stereo not given) | -7 | -7 | -3 | 14 | 4&6 | -11 | -7 | 4 | -3
Cc1cc([N+](=O)[O-])nn1CC(=O)Nc1c(C)n(C)n(-c2ccccc2)c1=O | -17 | 3 | 3 | 14 | 15 | -8 | -2 | 5 | 5
Cc1nn2c(COc3ccc(NC(=O)C(C)C)cc3)nnc2c2ccccc12 | -28 | 7 | -2 | · | 7 | -3 | 0 | 2 | -7
c1ccc2[nH]c(NCCN3CCOCC3)nc2c1 | -10[20 µM] | 3 | -1 | 8 | 12 | 2 | -8 | 4 | -10
COC(=O)c1cccnc1NC(=S)NC1CCCCC1 | -33 | 1 | -3 | -4 | 2 | -4 | -6 | 0 | 4
Cc1cc(C)c(C#N)c(SCc2ccc(F)cc2)n1 | -28 | -2 | 0 | 2 | 7 | -5 | -3 | 7 | -13
Cc1ccc(C(=O)Nc2ccccc2N2CCN(C(=O)C(C)C)CC2)cc1 | -17 | -2 | 1 | 0 | 12 | -4 | -9 | 4 | -10
COc1cccc(/C=N/NC(=S)NC2CC3CC2C2C=CCC32)c1O (stereo not given) | -14 | 4 | -1 | 1 | 5 | -31 | -3 | 0 | -5
O=C(O)CCCNS(=O)(=O)Cc1ccccc1 | -8 | -3 | 0 | 10 | 2 | 34 | -6 | 4 | -5
Clc1ncc(CN2CCN(c3ccccc3)CC2)s1 | -27 | 3 | -2 | 10 | 7 | -7 | -6 | 0 | -9
CC(NC(=O)C(=O)N/N=C/c1ccccc1)c1ccccc1 (stereo not given) | -21 | 2 | 2 | 17 | 13 | -4 | 4 | 6 | -4
Cc1ccc(-c2cnc(NC(=O)CCC(=O)N3CCCCC3)n2C)cc1 | -20 | -1 | -2 | 25 | 4 | -5 | -3 | 0 | -4
O=C(CSc1ccsc1[N+](=O)[O-])Nc1cc(F)ccc1F | -5 | -1 | 4 | 30 | 6 | 14 | -9 | 2 | -6
Cc1cc(C)cc(NC(=S)NCc2cccnc2)c1 | -20 | 7 | -1 | 0 | 5 | -5 | -6 | 6 | -19
COCCSc1ccccc1C(=O)NCc1cccnc1 | -16 | -1 | -1 | 7 | 8 | -9 | -5 | 4 | 0
